TexasRed fluor = counter-screen for TRb-SRC2 inhibitors: fluorescence interference | TRb/SRC2 Texas Red total fluorescence interference | Potency, µM (highest dose often 106 µM), without a hit: at the top dose fluorescence change, negative = quenching | 280,000 compounds, 0.29% hits; active means well fitted curve in either direction with a large enough effect; inconclusive means small, poorly fitted or top-dose-only effect; further: on the % scale 0 is the no-effect control and ±100 the full control effect
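Flags fluorescent or light-absorbing compounds by total fluorescence, S + 2P, at 555 nm excitation and 632 nm emission. Mixture: 20 nM Texas Red SRC2 peptide, 0.6 uM human TRb LBD, 1 uM T3, 5% DMSO; compound exposure 5 h at ambient temperature.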
TRb SRC2 PPI = TRbeta-SRC2 interaction inhibition. P10828. TRbeta-SRC2 peptide binding, fluorescence polarization; receptor liganded with 1 µM T3. Potency, µM (top dose mostly 106 µM), inactives show at the top dose activity change, negative = inhibition, actives largely listed as inhibitors. 280,000 compounds, 0.065% hits. AID 1469;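 further: plate controls were bound peptide for no effect and peptide without receptor for full effect; nearly all actives have a fitted effect of over 50% in size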
Target sequence (P10828 whole entry, looked up): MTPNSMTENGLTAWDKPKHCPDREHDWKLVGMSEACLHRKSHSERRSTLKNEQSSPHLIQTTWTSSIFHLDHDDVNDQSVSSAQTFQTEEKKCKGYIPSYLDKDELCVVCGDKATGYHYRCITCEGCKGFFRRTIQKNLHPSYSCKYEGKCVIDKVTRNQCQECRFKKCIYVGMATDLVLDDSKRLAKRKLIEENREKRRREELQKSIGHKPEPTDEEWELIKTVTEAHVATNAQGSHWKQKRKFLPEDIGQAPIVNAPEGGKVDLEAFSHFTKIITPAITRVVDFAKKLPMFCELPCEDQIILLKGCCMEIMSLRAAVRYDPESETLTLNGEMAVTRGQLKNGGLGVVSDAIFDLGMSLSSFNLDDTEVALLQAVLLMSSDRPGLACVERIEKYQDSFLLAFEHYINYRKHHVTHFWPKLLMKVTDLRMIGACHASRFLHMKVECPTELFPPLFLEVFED
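Human TRb ligand-binding domain (0.6 uM) is mixed with 20 nM Texas Red SRC2 peptide and 1 uM T3; after compound addition and 5 hr at ambient temperature, polarization is measured and normalized to unbound and bound controls.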
HTT cytoprotect = Huntington cell model cytoprotection by ATP luminescence | PC12 HTT-Q103 induced, cytoprotection, ATP luminescence, 40 h | Potency, µM (series often up to 56.4 µM), inactives show cytoprotection (ATP increase), actives largely listed as activators | 230,000 compounds, 0.14% hits;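 further: % of control where 0% means no effect; nearly all actives have a fitted effect of over 45% in size; toxic huntingtin expression switched on by the ecdysone agonist tebufenozide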
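PC12 cells with ecdysone-inducible HTT exon 1 Q103-GFP, induced with 100 nM tebufenozide and co-treated with library compounds in a dose series (1536-well, 1500 cells/well). Cytoprotection read as ATP content by ATPlite luminescence.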
Tau fluor counter = counter-screen for tau fibril formation inhibitors; tau K18 P301L Alexa594 fluorescence, heparin fibrillization; Potency, µM (titrated, usually from 57.7 µM), for the others: at the top dose activity change, negative = decrease; 280,000 compounds, 0.93% hits; AID 1463; further: on the % scale 0 is the no-effect control and ±100 the full control effect; nearly all actives have a fitted effect of over 55% in size
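Human tau K18 P301L (15 uM unlabeled, 0.24 uM Alexa 594-labeled) in 100 mM sodium acetate pH 7 with 20 uM heparin, 6 hr at 37 C. ThT 30 uM added, 1 hr ambient; Alexa 594 FP and total fluorescence read at 555/632 nm.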
Tau FP inhib = inhibitors of human tau fibril formation; 280,000 compounds, 0.39% hits; K18 P301L tau heparin fibrillization, Alexa594 FP, 6 h; Potency, µM (top dose mostly 57.7 µM), for inactives: at the top dose activity, negative = inhibition, hits mostly inhibitors; further: on the % scale 0 is the no-effect control and ±100 the full control effect; nearly all actives have a fitted effect of over 55% in size
Target sequence (P10636 561-689 P618L limits assumed): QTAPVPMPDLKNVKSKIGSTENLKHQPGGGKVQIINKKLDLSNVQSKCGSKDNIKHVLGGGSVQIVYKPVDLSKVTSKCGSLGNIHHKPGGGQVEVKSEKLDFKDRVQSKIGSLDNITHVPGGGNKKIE
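Compound effects on tau fibrillization are measured by Alexa 594 fluorescence polarization (ex 555, em 632 nm). K18 P301L tau is used at 15 uM with 0.24 uM labeled tracer, and 20 uM heparin induces aggregation over 6 hr at 37 C.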
L3MBTL1 inh = L3MBTL1 (human) inhibition; Q9Y468; AlphaScreen L3MBTL1–H3K9me1 peptide binding; Potency, µM (top dose mostly 57.1 µM), inactives show top-dose activity, negative = inhibition, most hits filed as inhibitors; 230,000 compounds, 0.66% hits; further: on the % scale 0 is the no-effect control and ±100 the full control effect; nearly all actives have a fitted effect of over 60% in size
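AlphaScreen proximity signal between nickel-chelate acceptor and streptavidin donor beads (final 10 ug/mL) reports binding of 50 nM L3MBTL1 to 75 nM biotin-H3 K9me1 peptide; complex incubated with compounds 30 min at room temperature; cefsulodin titration as control.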
RECQ1 inh = RECQ1 (human) helicase inhibition. RECQ1 DNA unwinding, red fluorescence kinetic read. Potency, µM (series often up to 57.3 µM), for the others: top-dose activity, negative = inhibition, hits mostly inhibitors. 240,000 compounds, 0.54% hits;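 further: plate controls were vehicle for no effect and no enzyme for full effect; nearly all actives have a fitted effect of over 30% in size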
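RECQ1T1 50 nM; forked duplex (20 bp + 30-nt ss tails) 200 nM, ATP 2 mM final; pH 8.0, 2 mM MgCl2, 2.5 ug/ml poly(dI-dC); 15 min compound preincubation; discontinuous kinetic read over 2 h at RT.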
Tau ThT inhib = tau fibrillization inhibition (ThT binding). recombinant tau K18 P301L, heparin-induced fibrillization, ThT fluorescence. Potency, µM (doses to about 57.4 µM), inactives show top-dose activity, negative = inhibition, hits mostly inhibitors. 270,000 compounds, 2.1% hits. AID 1460; further: on the % scale 0 is the no-effect control and ±100 the full control effect; nearly all actives have a fitted effect of over 55% in size
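Fibril formation assay: tau K18 P301L at 15 uM with trace Alexa 594 label, heparin inducer 20 uM, pH 7 sodium acetate buffer, 37 C for 6 hr; endpoint ThT signal.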
Numbers without * were called inactive; i = inactive; ? = inconclusive; nt = not tested or not shown; [ ] = remark or other dose. Unless noted, the call rests on the fitted dose curve; in most records, active means well fitted curve in the direction sought with a large enough effect; inconclusive means small, poorly fitted or top-dose-only effect, or another doubt; inactive means no such curve, though single readings can be large; an effect the other way counts as inactive or inconclusive. Potency means the concentration at half of the fitted maximal effect. These rows are one share of the data; rates above refer to the full screens.

SMILES	TexasRed fluor	TRb SRC2 PPI	HTT cytoprotect	Tau fluor counter	Tau FP inhib	L3MBTL1 inh	RECQ1 inh	Tau ThT inhib
COc1ccc(OC)c2c1sc(=NC(=O)C1CC1)n2C	-1%	1%	-4%[10 µM]	-18%	3%	3%	13%	?
Clc1nc(-c2ccccc2)cc(-c2ccccc2)n1	-4%	-10%	-7%[10 µM]	4%	5%	77%[activator]	-2%	12%
CCOc1ccc(C2C(C(=O)Nc3ccccc3)=C(C)Nc3nc(SCc4cc(C)ccc4C)nn32)cc1 (stereo unspecified)	-4%	-2%	nt	6%	-14%	nt	nt	9%
CC1CCN(c2ncnc3nc[nH]c23)CC1	1%	-12%	9%[10 µM]	18%	10%	6%	i	2%
CC(C)C(NS(=O)(=O)c1cc(C(=O)O)ccc1Cl)C(=O)O (stereo unspecified)	-2%	-6%	4%[10 µM]	5%	2%	4%	-10%	4%
O=C(Nc1cccnc1)Nc1ccc(Cl)cc1Cl	-1%	-2%	3%	-22%	?	-9%	i	4%
COCCNC(=O)[C@@]1(C)C=C[C@@H](Cc2ccccc2)N1C(=O)c1ccccc1	-2%	1%	-32%[inhibitor]	-2%	-2%	-7%	i	4%
CCOc1ccc(S(=O)(=O)N(C)c2ccc(OCC(=O)NC3=NCCS3)cc2)cc1	-2%	-1%	nt	-14%	3%	-1%	3%	-9%
O=C1CCC=C1C(O)c1ccc2c(c1)OCO2 (stereo unspecified)	1%	12%	8%	-15%	-5%	nt	i	-8%
CC(=O)Nc1ccc(OCC(O)Cn2ccnc2)cc1 (stereo unspecified)	1%	-8%	20%[10 µM]	3%[2.34 µM]	-7%	2%	i	-6%
Cc1n[nH]c(C)c1CCC(=O)N/N=C/c1c(C)[nH]c2ccccc12	0%	3%	-6%[10 µM]	-10%	0%	nt	1%	nt
CC(C)CCN1C(=O)c2ccc(C(=O)NCC3CCCO3)cc2C1=O (stereo unspecified)	-1%	3%	18%	3%	-2%	10%[11.4 µM]	1%	5%
CCOc1ccc(NC(=O)c2cc3nc(-c4ccc(OC)cc4)cc(C(F)(F)F)n3n2)cc1	5%	12%	nt	-6%	-4%	nt	nt	?
CC(C)(C)OC(=O)N1CCC(c2c(C(=O)NCCN3CCOCC3)cnn2-c2cccc(Cl)c2)CC1	-1%	-10%	nt	-8%	-2%	nt	nt	0%
OCCOc1cccc(CN2CCC(CO)(CCOc3ccccc3)CC2)c1	-1%	-4%	-1%[10 µM]	-3%	-2%	3%	i	-6%
COc1ccc2[nH]c3c(=O)n(N)c(C)nc3c2c1	-1%	-7%	-32%[10 µM]	-4%	6%	2%	6%	-7%
CCCc1cc(=O)[nH]c(SCC(=O)OCc2ccccc2)n1	2%	-22%	-5%	-2%	3%	-1%	-7%	-4%
COc1ccc(C)cc1NC(=O)CSc1nnc(CC(=O)Nc2ccccc2F)n1C	1%	2%	-9%	-11%	2%	nt	-8%	-6%
CCCCCCc1cc2cc(C(=O)Nc3ccccc3)c(=O)oc2cc1O	0%	1%	-39%[10 µM]	-11%	-4%	6%	-9%	-5%
CCCN1CCN(CCCNC(=O)Cn2nc(-c3ccc(Cl)cc3)ccc2=O)CC1	1%	-3%	-15%[0.074 µM]	2%	-5%	4%	-7%	7%
COc1ccccc1Cn1cc(C(=O)c2ccc(Cl)cc2)c(=O)c2cc3c(cc21)OCCO3	-29%	6%	nt	-8%	?	nt	nt	-11%
Cc1ccc(C(=O)NC(C#N)=C(Cl)Cl)cc1	1%	-1%	nt	-10%	?	19%	i	25µM*
CCOc1ccccc1C1C(C(=O)N2CCCCC2)=C(C)Nc2nc3ccccc3n21 (stereo unspecified)	3%	-7%	nt	-14%	5%	nt	nt	-7%
O=C(NCCN1C(=O)S/C(=C\c2ccccc2)C1=O)c1cc(S(=O)(=O)N2CCOCC2)c(Cl)cc1Cl	?	4%	7%[10 µM]	-6%	-3%	6%	-8%	-14%

Arranged by formula weight (highest first): six of the compounds above
SMILES	TexasRed fluor	TRb SRC2 PPI	HTT cytoprotect	Tau fluor counter	Tau FP inhib	L3MBTL1 inh	RECQ1 inh	Tau ThT inhib
COc1ccccc1Cn1cc(C(=O)c2ccc(Cl)cc2)c(=O)c2cc3c(cc21)OCCO3	-29%	6%	nt	-8%	?	nt	nt	-11%
CCOc1ccccc1C1C(C(=O)N2CCCCC2)=C(C)Nc2nc3ccccc3n21 (stereo unspecified)	3%	-7%	nt	-14%	5%	nt	nt	-7%
OCCOc1cccc(CN2CCC(CO)(CCOc3ccccc3)CC2)c1	-1%	-4%	-1%[10 µM]	-3%	-2%	3%	i	-6%
Cc1n[nH]c(C)c1CCC(=O)N/N=C/c1c(C)[nH]c2ccccc12	0%	3%	-6%[10 µM]	-10%	0%	nt	1%	nt
O=C(Nc1cccnc1)Nc1ccc(Cl)cc1Cl	-1%	-2%	3%	-22%	?	-9%	i	4%
CC1CCN(c2ncnc3nc[nH]c23)CC1	1%	-12%	9%[10 µM]	18%	10%	6%	i	2%

Going on with the list.
SMILES	TexasRed fluor	TRb SRC2 PPI	HTT cytoprotect	Tau fluor counter	Tau FP inhib	L3MBTL1 inh	RECQ1 inh	Tau ThT inhib
Nc1nc(SCc2ccccc2Cl)nc2nc3c(cc12)CCCC3	1%	4%	-17%	-8%	-1%	2%	-9%	-4%
CCOCCCNC(=O)c1ccc2c(c1)N=C(CC)c1cc(Br)ccc1S2	-2%	1%	-209%[inhibitor]	-16%	-14%	nt	-1%	-11%
NS(=O)(=O)c1ccc(-c2ccc(C=NC3CCS(=O)(=O)C3)o2)cc1 (stereo unspecified)	-4%	-4%	9%	5%	-3%	3%	-1%	-17%
Cc1ccnc(NS(=O)(=O)c2ccc(N3C(=O)c4c(Cl)c(Cl)c(Cl)c(Cl)c4C3=O)cc2)n1	-2%	-13%	1%[10 µM]	-3%	5%	8%	-3%	-6%
Cc1[nH]n(-c2ccccc2)c(=O)c1/C=N/NC(=O)COc1ccccc1[N+](=O)[O-]	1%	-1%	-13%[10 µM]	-17%	-1%	-5%	-4%	?
CCc1c(C)sc(NC(NC(C)=O)(C(=O)OC)C(F)(F)F)c1C#N (stereo unspecified)	-2%	2%	-1%[10 µM]	10%	6%	1%	i	5%
COc1ccccc1NC(=O)CSc1nncn2c1cc1sccc12	-1%	-1%	nt	-8%	-8%	nt	nt	-4%
Cc1ccc(NCc2nnc(SC(C)C(=O)N/N=C/c3ccc(C)o3)n2-c2ccccc2)cc1 (stereo unspecified)	-2%	-5%	8%	-12%	-10%	-2%	i	?
O=C(NC1CCCCC1)C(c1ccccc1)N1CCc2ccccc21 (stereo unspecified)	-1%	-2%	-42%[inhibitor]	-7%	4%	-26%	-8%	-15%
CC1CCN(S(=O)(=O)c2cn(CC(=O)N3CCN(C)CC3)c(=O)c3ccccc23)CC1	-5%	-4%	-13%	4%	2%	-9%	10%	6%
O=C(CCCc1nc2ccccc2s1)NCc1cccnc1	-1%	-3%	0%[10 µM]	3%	2%	2%	i	1%
C/C(CC(=O)NC12CC3CC(CC(C3)C1)C2)=N\NC(=O)c1cnccn1	3%	-1%	-73%[inhibitor]	-6%	7%	nt	i	-10%
Cc1ccc(C(=O)OCC(=O)c2ccc[nH]2)s1	-2%	1%	14%	-4%	3%	nt	2%	-10%
CC1CCCC(C)N1C(=O)CSc1nnc(C2CCCCC2)o1 (stereo unspecified)	-4%	-5%	0%	4%	12%	28%	2%	7%
CCOc1ccc(N2C(=O)CC(NCc3ccc(F)cc3)C2=O)cc1 (stereo unspecified)	-2%	-5%	-7%	-4%	-3%	-1%	-7%	-16%
O=C(c1ccc(C23CC4CC(CC(C4)C2)C3)o1)N1CCOCC1	0%	-1%	-26%	-9%	-2%	-10%	-3%	-14%
CCOC(=O)C1=C(c2ccccc2)NC(=S)NC1c1ccc(Cl)c([N+](=O)[O-])c1 (stereo unspecified)	-1%	-3%	nt	-19%	7%	-14%	-1%	?
CCc1nc(NC(C)(C)C)c2cnn(-c3ccccc3)c2n1	-2%	3%	6%[10 µM]	?	-21%	16%	-9%	-16%
CCN(C(=O)COC(=O)c1cc(S(=O)(=O)N2CCOCC2)c(Cl)cc1Cl)C1CCS(=O)(=O)C1 (stereo unspecified)	-2%	-2%	-8%[10 µM]	-5%	-4%	8%	i	-4%

Molecules listed so far with a nitro group on carbon, in the order listed:
SMILES	TexasRed fluor	TRb SRC2 PPI	HTT cytoprotect	Tau fluor counter	Tau FP inhib	L3MBTL1 inh	RECQ1 inh	Tau ThT inhib
Cc1[nH]n(-c2ccccc2)c(=O)c1/C=N/NC(=O)COc1ccccc1[N+](=O)[O-]	1%	-1%	-13%[10 µM]	-17%	-1%	-5%	-4%	?
CCOC(=O)C1=C(c2ccccc2)NC(=S)NC1c1ccc(Cl)c([N+](=O)[O-])c1 (stereo unspecified)	-1%	-3%	nt	-19%	7%	-14%	-1%	?
